ABHD4 inh = ABHD4 (mouse) inhibition, primary FP screen; Q8VD66; purified mABHD4, FP-Rh probe fluorescence polarization; inhibition, % at 8.92 µM; actives 0.54% (n = 370,000);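 active = inhibition exceeding the mean over every tested compound plus 3 SD, cut at about 30% in these data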;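 also: 0% = plate median of compound wells and 100% = S159A mutant with DMSO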
Target sequence (Q8VD66 whole entry, looked up): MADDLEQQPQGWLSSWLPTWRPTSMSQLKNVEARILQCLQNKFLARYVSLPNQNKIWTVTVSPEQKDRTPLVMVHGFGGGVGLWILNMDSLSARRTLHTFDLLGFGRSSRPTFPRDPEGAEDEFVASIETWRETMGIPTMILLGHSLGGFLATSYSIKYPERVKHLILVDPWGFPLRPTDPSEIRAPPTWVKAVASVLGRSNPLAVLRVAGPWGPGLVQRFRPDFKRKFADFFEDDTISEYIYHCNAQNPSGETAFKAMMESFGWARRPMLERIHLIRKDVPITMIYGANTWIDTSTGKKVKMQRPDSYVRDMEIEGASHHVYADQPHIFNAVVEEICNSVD
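Assay system: mABHD4 protein; medium: HEPES pH 7.0, NaCl, Pluronic buffer; dosing: 8.92 µM, single dose; schedule: 45 min + 60 min at 25 °C; signal: FP readout, ex 525 nm / em 598 nm; read-out: normalized percent inhibition of probe labeling; repeats: single replicate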
NPR2 activator = GC-B (human) receptor activation; HEK293-GC-B cells, CNP EC30, cGMP TR-FRET; 0% at EC30 CNP, 100% saturating CNP; activation, % at 10 µM; actives 0.11% (n = 370,000);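 active = activation at 10 µM reaching about 35% in either raw or pattern-adjusted values, limit read from the data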
NPR1 activator = GC-A (human) enzyme activation | P16066 | activation, % at 10 µM | HEK293 GC-A cells, cGMP TR-FRET, EC30 ANP; 0% at EC30 ANP, 100% saturating ANP | actives 0.14% (n = 370,000); in the data active = activation above about 40%
ASAP1 inh = ASAP1 ArfGAP inhibition. Q9ULH1. ASAP1-stimulated ARF1 GTP hydrolysis, GDP FP detection. inhibition, % at 16.5 µM. actives 0.19% (n = 360,000); in the data active = inhibition above about 25%;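 also: 0% = vehicle with enzyme and substrate and 100% = no enzyme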
Rev-erbA mod = modulators of human Rev-erb alpha DNA binding; P20393; Rev-erbα–FITC-DNA binding, fluorescence polarization, 90 min; activity, % at 10 µM; actives 0.79% (n = 370,000);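 active = activity above about 14%, limit read from the data; passing the limit was not always enough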;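 also: 0% = DMSO wells with 35 nM protein and 100% = DMSO wells with 750 nM protein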
rCAG binder = molecules binding r(CAG) RNA repeats. r(CAG) RNA repeat, TO-PRO-1 dye displacement fluorescence. inhibition, % at 3 µM. actives 1.3% (n = 370,000);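 active = inhibition above the plate cutoff, the mean of all test compounds on that plate plus 3 SD, cut at about 35% in these data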;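 also: 0% = DMSO alone and 100% = 100 µM mitoxantrone as full dye displacement; higher means more dye released from RNA so lower well fluorescence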
ARFGAP1 inh = rat ARFGAP1 inhibition | Q62848 | Arfgap1-stimulated ARF1 GTP hydrolysis, GDP FP detection | inhibition, % at 16.5 µM | actives 0.26% (n = 360,000) | AID 651572;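 active = inhibition above a per-plate limit, mean inhibition of low control wells plus 3 SD, cut at about 25% in these data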;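 also: 0% = DMSO wells with enzyme and 100% = wells lacking Arfgap1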
Target sequence (Q62848 1-136 limits assumed): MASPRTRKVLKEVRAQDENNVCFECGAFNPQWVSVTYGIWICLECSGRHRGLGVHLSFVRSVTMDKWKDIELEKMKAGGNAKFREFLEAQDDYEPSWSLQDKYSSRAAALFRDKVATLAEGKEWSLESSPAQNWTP
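Assay system: purified rat His6-Arfgap1 residues 1-136 (GAP domain); Reagent: human Δ17 ARF1 bound to GTP; Dosing: 16.5 µM single point, 1.26% DMSO; Times: GTP hydrolysis reaction 2 h at 25 °C; Signal: FP, GDP Alexa 633 tracer displaced from anti-GDP antibody, 620/688 nm; Measure: % inhibition from polarization.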
HTRA1 inh = blocks human HTRA1 serine peptidase; recombinant HTRA1, FP-rhodamine activity-based probe, fluorescence polarization; AID 504803; Q92743; actives 0.5% (n = 340,000); inhibition, % at 5.96 µM; in the data active = inhibition above about 36%;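 also: 0% = enzyme with DMSO and 100% = wells lacking enzyme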
Target sequence (Q92743 whole entry, looked up): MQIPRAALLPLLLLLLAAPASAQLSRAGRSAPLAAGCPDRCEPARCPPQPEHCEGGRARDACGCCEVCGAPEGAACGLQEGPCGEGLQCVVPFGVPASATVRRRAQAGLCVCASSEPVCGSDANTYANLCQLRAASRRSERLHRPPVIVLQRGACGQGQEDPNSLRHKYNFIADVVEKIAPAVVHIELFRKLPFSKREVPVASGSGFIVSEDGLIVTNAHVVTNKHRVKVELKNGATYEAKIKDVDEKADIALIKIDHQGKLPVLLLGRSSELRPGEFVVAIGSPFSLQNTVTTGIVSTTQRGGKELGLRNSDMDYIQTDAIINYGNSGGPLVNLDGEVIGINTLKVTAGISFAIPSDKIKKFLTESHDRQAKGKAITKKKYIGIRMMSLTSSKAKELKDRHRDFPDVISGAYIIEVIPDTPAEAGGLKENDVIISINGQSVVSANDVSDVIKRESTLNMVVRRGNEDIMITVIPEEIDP
PG9 binder = small molecules binding HIV-1 gp120 antibody PG9 | TR-FRET gp120-PG9 antibody binding | inhibition, % at 6.7 µM | actives 0.43% (n = 360,000); in the data active = inhibition above about 8.5%
SMARCA2 act = increases SMARCA2 function in MMTV reporter cells | MG213 cells, MMTV-luciferase reporter, dexamethasone, overnight | activation, % at 9.1 µM | actives 1% (n = 370,000) | AID 652017; in the data active = activation above about 7.8%;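 also: 0% = vehicle wells and 100% = reference activator wells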
An asterisk follows results filed as active; x = no result given.

cpd	Molecule	ABHD4 inh	NPR2 activator	NPR1 activator	ASAP1 inh	Rev-erbA mod
1	Cc1cccc(OCC(=O)Nc2cc(C)c(C)cc2O)c1	7	-1	4	-10	-9
2	O=[N+]([O-])c1ccc(C[n+]2ccccc2)cc1	4	1	4	5	-1
3	Cc1[nH]nc2c1C(c1ccc(F)cc1)N(Cc1ccccc1)C2=O (configuration not stated)	2	-1	8	-2	4
4	CCOc1cc(/C=C2\C(=O)N(CCC#N)N=C2C)ccc1OCC(N)=O	6	-3	7	3	-2
5	O=C(Cc1c(F)cccc1Cl)Nc1ccc(S(=O)(=O)N2CCCC2)cc1	-20	7	2	-6	6
6	Cc1ccn2cc(-c3cccc(NC(=O)C(C)C)c3)nc2c1	-4	3	1	18	1
7	O=C(N=Nc1c(O)[nH]c2c(Cl)cc(Cl)cc12)c1ccccc1O	20	1	-5	1	-9
8	O=c1[nH]n(CCO)c(=O)c2cccnc12	4	8	6	-14	1
9	O=C(NNC1=C(C(=O)C(F)(F)F)CCC1)c1cccc(Cl)c1	3	5	0	-7	1
10	CCOC(=O)CSc1nc2cc(OCC)ccc2cc1C#N	-1	-4	1	3	83*
11	CCOC(=O)CCCCC(=O)c1[nH]c(=O)[nH]c1C[n+]1ccc(C)cc1	2	2	0	2	1
12	Cc1ccc(NS(=O)(=O)c2cc(NC(=O)c3cc4c(s3)CCCC4)ccc2C)c(C)c1	-8	-4	-5	9	6

cpd	rCAG binder	ARFGAP1 inh	HTRA1 inh	PG9 binder	SMARCA2 act
1	0	-6	-1	-0.3	3
2	4	5	1	-0.6	1
3	2	2	x	-1.4	2
4	1	6	2	-1.3	-2
5	1	5	-21	-0.8	0
6	2	22	-3	2.1	3
7	6	-11	x	-1.6	2
8	-1	11	-1	-1.8	-2
9	7	6	-4	0.8	3
10	2	9	-10	28*	7
11	-2	-1	5	1.9	-2
12	4	10	-70	0.5	-1

Further records follow:
cpd	Molecule	ABHD4 inh	NPR2 activator	NPR1 activator	ASAP1 inh	Rev-erbA mod
13	CC(=O)Nc1sc2c(c1C(N)=O)CCC2	-4	0	2	-1	-6
14	CCN(CC)CC(C)(C)COC(=O)c1oc2ccccc2c1C	-5	0	-4	-6	-3
15	c1ccc(OCCN2CCN(C(c3ccccc3)c3ccccc3)CC2)cc1	1	-4	2	-5	4
16	Cn1c(CSCc2ccc(Cl)cc2)nnc1SCC(=O)Nc1nccs1	3	-11	-3	-10	6
17	Cc1ccc(Cn2c(CCCO)nc3ccccc32)cc1	-9	1	23	4	1
18	COc1cc(NC(=O)Cn2ccsc2=N)c(C)cc1[N+](=O)[O-]	1	0	-5	3	2
19	O=C(NC1CCCCC1)[C@H](CSCc1ccccc1)N1Cc2ccccc2C1=O	-15	-1	-1	4	-1
20	CCSc1nnc(NC(=O)CCn2c(=O)oc3ccccc32)s1	-5	-3	0	2	0
21	CCN1C(=O)N(C)[C@@H](c2ccccc2)C(C(C)=O)=C1C	1	10	2	7	0
22	COc1ccc(NC(=O)c2oc3ccccc3c2NC(=O)c2ccc(OC)c(OC)c2)c(OC)c1	4	-1	-2	12	2
23	O=C(O)CCc1ccc(-c2ccccc2)n1NC(=O)c1sc2ccccc2c1Cl	3	3	3	-12	-1
24	Cc1ccc(C)c(NC(=S)NC2CC3CCC(C2)N3Cc2ccco2)c1 (configuration not stated)	-3	-4	-4	6	-7

cpd	rCAG binder	ARFGAP1 inh	HTRA1 inh	PG9 binder	SMARCA2 act
13	-1	1	6	-1.6	-2
14	-4	3	5	-0.1	4
15	-8	15	-13	-0.5	-4
16	0	8	0	3.9	0
17	-9	12	-5	1.6	-1
18	3	7	-6	-2.6	1
19	3	-9	1	-0.2	-2
20	3	-3	-3	0.6	-1
21	-2	18	2	-2.6	2
22	2	3	-10	1.3	0
23	57*	-4	-5	-1.7	0
24	-10	1	-2	-1.1	0

The list goes on.
cpd	Molecule	ABHD4 inh	NPR2 activator	NPR1 activator	ASAP1 inh	Rev-erbA mod
25	CN1CCN(c2nc3c(c(=O)[nH]c(=O)n3C)n2CCOc2ccccc2)CC1	0	-11	1	3	1
26	O=C(CSC1=NCCS1)N1CCCC1	3	-1	6	-6	5
27	Cc1cc2cc3c(cc2nc1SCC(=O)O)OCCO3	-3	1	2	11	3
28	C=CCOC(=O)C1=C(C)NC(C)=C(C(=O)OCC=C)C1c1cccs1	x	-15	-21	x	7
29	Nc1nnc(COc2ccc(Br)cc2Br)s1	-3	0	58*	-5	0
30	CCc1nc(N2CCN(C(=O)CCCl)CC2)c2c3c(sc2n1)CCCC3	-8	-8	-14	-3	3
31	CC1CCCN(C(C(=O)Nc2ccc(C(C)C)cc2)c2ccc3c(c2)OCO3)C1 (configuration not stated)	0	2	2	2	6
32	CCCc1cc(=O)[nH]c(SCC(=O)Nc2ccc(N3CCCCC3)cc2)n1	8	-6	-4	-25	2
33	COc1ccc(CNC(=O)c2c(-c3cc(Cl)c(OC)c(Cl)c3)noc2C)cc1	-3	-13	-3	-3	1
34	CC(C)CCn1c(SCC(=O)c2ccccc2)nc2c1c(=O)[nH]c(=O)n2C	3	1	5	5	-5
35	COc1cccc(-c2cc(CNC(=O)[C@H]3O[C@@H](n4ccc(=O)[nH]c4=O)[C@H](O)[C@@H]3O)no2)c1	6	-3	1	6	1
36	Cc1cc(NC(=O)C2CC(c3ccc(F)cc3)=NO2)no1 (configuration not stated)	-6	-2	2	0	6

cpd	rCAG binder	ARFGAP1 inh	HTRA1 inh	PG9 binder	SMARCA2 act
25	-1	-5	-1	-0.4	1
26	3	2	5	1.2	0
27	3	1	5	5.8	-1
28	x	x	-12	x	x
29	0	-5	-8	-1.1	5
30	0	7	-7	0.2	0
31	1	13	-23	1.0	2
32	23	-2	8	-2.2	3
33	-1	17	-12	-2.2	-1
34	0	8	0	1.2	2
35	1	-5	x	-0.8	-1
36	-1	6	0	-0.3	-2

(more compounds)
cpd	Molecule	ABHD4 inh	NPR2 activator	NPR1 activator	ASAP1 inh	Rev-erbA mod
37	CC(=O)Oc1ccc2nc(/C=C/c3ccccc3)oc(=O)c2c1	-2	-7	18	7	-2
38	c1ccc(-c2cnc(-c3ccccc3)nc2)cc1	-1	3	0	10	-3
39	COc1cc(/C=C(\C#N)C(=O)N2CCc3ccccc32)ccc1O	4	-2	3	2	-2
40	CC(=O)Nc1nonc1-c1nc2ccccc2n1CCC(C)C	-4	-7	5	6	-2
41	N#Cc1cc(C(=O)Cc2ccccc2)c[nH]1	3	5	4	-1	4
42	CC(=O)c1ccc(NC(=O)CN2C(=O)NC3(CCCc4ccccc43)C2=O)cc1 (configuration not stated)	0	2	-4	-14	-3
43	CCOc1ccccc1NC(=O)N1CCC(NC(=O)c2cccc(C)c2)CC1	3	-1	0	-6	-1
44	CC(C)C(NS(=O)(=O)c1cccc2nsnc12)C(=O)NCc1ccc2c(c1)OCO2 (configuration not stated)	-1	1	2	4	-2
45	O=C(Nc1scc(-c2cccs2)c1C(=O)O)c1cccs1	13	2	6	-3	-2
46	CC1CCN(C(c2ccc(N(C)C)cc2)c2nnnn2Cc2ccccc2)CC1 (configuration not stated)	6	-1	-5	-4	0
47	Clc1ccccc1CSc1ncccn1	2	3	-1	-9	2
48	CC(OC(=O)Cn1cnc2c1c(=O)n(C)c(=O)n2C)C(=O)NC1CCCCC1C (configuration not stated)	1	3	-1	9	1
49	c1ccc(Cn2c(CNc3nc4ccccc4n3CCN3CCOCC3)nc3ccccc32)cc1	0	-10	-7	-10	0

cpd	rCAG binder	ARFGAP1 inh	HTRA1 inh	PG9 binder	SMARCA2 act
37	16	3	-4	0.4	-1
38	2	-7	3	1.2	5
39	3	-7	2	2.1	1
40	4	9	-3	0.8	1
41	1	-6	0	-1.0	0
42	3	-2	-5	3.7	-1
43	-8	0	-3	-0.3	-1
44	0	-4	-1	1.1	1
45	12	1	-9	-0.6	2
46	7	-7	1	1.5	-1
47	0	1	-7	-0.4	4
48	1	-20	0	1.6	3
49	-7	-1	-7	-1.7	2

Rewritten with values under each structure: entries from further up
Order of values – ABHD4 inh, NPR2 activator, NPR1 activator, ASAP1 inh, Rev-erbA mod, rCAG binder, ARFGAP1 inh, HTRA1 inh, PG9 binder, SMARCA2 act
4. CCOc1cc(/C=C2\C(=O)N(CCC#N)N=C2C)ccc1OCC(N)=O
 : 6, -3, 7, 3, -2, 1, 6, 2, -1.3, -2
5. O=C(Cc1c(F)cccc1Cl)Nc1ccc(S(=O)(=O)N2CCCC2)cc1
 : -20, 7, 2, -6, 6, 1, 5, -21, -0.8, 0
6. Cc1ccn2cc(-c3cccc(NC(=O)C(C)C)c3)nc2c1
 : -4, 3, 1, 18, 1, 2, 22, -3, 2.1, 3
7. O=C(N=Nc1c(O)[nH]c2c(Cl)cc(Cl)cc12)c1ccccc1O
 : 20, 1, -5, 1, -9, 6, -11, x, -1.6, 2
8. O=c1[nH]n(CCO)c(=O)c2cccnc12
 : 4, 8, 6, -14, 1, -1, 11, -1, -1.8, -2
9. O=C(NNC1=C(C(=O)C(F)(F)F)CCC1)c1cccc(Cl)c1
 : 3, 5, 0, -7, 1, 7, 6, -4, 0.8, 3
10. CCOC(=O)CSc1nc2cc(OCC)ccc2cc1C#N
 : -1, -4, 1, 3, 83*, 2, 9, -10, 28*, 7
11. CCOC(=O)CCCCC(=O)c1[nH]c(=O)[nH]c1C[n+]1ccc(C)cc1
 : 2, 2, 0, 2, 1, -2, -1, 5, 1.9, -2

Retrieved by compound from above, 2 records:
cpd	Molecule	ABHD4 inh	NPR2 activator	NPR1 activator	ASAP1 inh	Rev-erbA mod
43	CCOc1ccccc1NC(=O)N1CCC(NC(=O)c2cccc(C)c2)CC1	3	-1	0	-6	-1
45	O=C(Nc1scc(-c2cccs2)c1C(=O)O)c1cccs1	13	2	6	-3	-2

cpd	rCAG binder	ARFGAP1 inh	HTRA1 inh	PG9 binder	SMARCA2 act
43	-8	0	-3	-0.3	-1
45	12	1	-9	-0.6	2
